Mito fusion act – qHTS Assay for Small Molecule Inhibitors of Mitochondrial Division or Activators of Mitochondrial Fusion | S. cerevisiae fusion-defective mutant growth rescue, CellTiterGlo 48 h | 320,000 tested, 0.23% active | Potency, µM (top dose mostly 46.1 µM), for the others: at the highest dose growth rescue (activation), most hits filed as activators;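 further: potency means the concentration at half of the fitted maximal effect; % of control where 0% means no effect; nearly all actives have a fitted effect of over 45% in size; temperature-sensitive fusion mutants such as fzo1-1 at 37 °C on non-fermentable ethanol glycerol medium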
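Yeast fusion mutant, YPEG (non-fermentable carbon), compound, 48 h at 37C non-permissive; CellTiterGlo added, 10 min RT, luminescence read. Rescued growth = division inhibition.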
ASM inhibitor – Inhibitors of Secretory Acid Sphingomyelinase (S-ASM): qHTS; AID 504937, 2011; Potency, µM (highest dose often 57.5 µM), for inactives: at the top dose activity change, negative = inhibition, usual class: inhibitors; 340,000 tested, 0.006% active; placental ASM, HMU-PC fluorogenic substrate, 60 min; Sphingomyelin phosphodiesterase (Homo sapiens), P17405; further: potency means the concentration at half of the fitted maximal effect
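Steps: dispense placental human ASM, pin compound, wait 10 min at room temperature, add HMU-PC0 substrate at 9 uM final, incubate 60 min at 37 °C, add stop solution raising pH to 10, read fluorescence.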
PTAP TSG101 blk – qHTS Assay for Iinhibitors of HIV-1 Budding by Blocking the Interaction of PTAP/TSG101 | Tumor susceptibility gene 101 protein (Homo sapiens), Q99816 | Fluorescence polarization, FITC-PTAP peptide / Tsg101 binding | Potency, µM (top dose mostly 115 µM), inactives show top-dose activity change, negative = inhibition, most hits filed as inhibitors | 340,000 tested, under 10 active | AID 493005, 2010; active means well fitted inhibition curve with a large enough effect in the main read-out, with a control signal flat, not every such curve was filed as active; inconclusive means small, poorly fitted or top-dose-only effect, or effect the other way, or a change in a side signal; inactive means no such curve, though single readings can be large or run the other way; further: potency means the concentration at half of the fitted maximal effect; % of control where 0% means no effect
Target sequence (Q99816 whole entry, looked up): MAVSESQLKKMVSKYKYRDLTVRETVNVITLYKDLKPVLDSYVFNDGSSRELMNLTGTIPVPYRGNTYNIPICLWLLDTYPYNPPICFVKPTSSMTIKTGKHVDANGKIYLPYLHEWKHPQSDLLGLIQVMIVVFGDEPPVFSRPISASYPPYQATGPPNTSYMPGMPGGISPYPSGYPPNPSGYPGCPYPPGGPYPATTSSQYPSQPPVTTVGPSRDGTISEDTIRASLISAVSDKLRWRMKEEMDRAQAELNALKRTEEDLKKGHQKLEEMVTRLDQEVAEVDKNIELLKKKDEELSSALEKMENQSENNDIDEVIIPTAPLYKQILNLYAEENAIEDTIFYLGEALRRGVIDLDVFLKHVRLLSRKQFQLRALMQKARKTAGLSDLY
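Tsg101 binding domain (10 uM final) was mixed with compound and a FITC-labeled PTAP peptide (50 nM final) in HEPES pH 7.5 buffer with NaCl, Tween 20, EDTA and TCEP; fluorescence polarization was read after 20 min at r.t.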
a7 integrin act – qHTS for Activators of Integrin-Mediated Alleviation for Muscular Dystrophy; 350,000 tested, 0.064% active; Potency, µM (titrated, usually from 38.3 µM), for the others: at the top dose activation, most hits filed as activators; alpha7betagal myoblasts, beta-gal FDG fluorescence, 48 h;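 further: potency means the concentration at half of the fitted maximal effect; 100% = response of the positive control SU9516; nearly all actives have a fitted effect of over 60% in size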
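alpha7betagal+/- myoblasts (passage 13, 250/well) treated 48 h at 37C with compounds at 1:260 dilution of DMSO stock. Lysed, then beta-galactosidase activity read as FDG fluorescence (ex 480/em 540) after 30 min, with pre-read for autofluorescence.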
TCR activator – Activators of T cell receptors: qHTS campaign | primary human leukocytes, anti-CD3, IL-2 HTRF, 48 h | Potency, µM (titrated, usually from 9.22 µM), for inactives: at the highest dose activation of IL-2 secretion, usual class: activators | 330,000 tested, under 10 active; further: % of control where 0% means no effect
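1) Mix primary human leukocytes, a-CD3 beads and compound. 2) Incubate 48 hr. 3) Add HTRF IL-2 reagents (a-IL-2-K, a-IL-2-d2).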
TSHR antagonist – Antagonists of the Thyroid Stimulating Hormone Receptor: HTS campaign. Thyrotropin receptor (Homo sapiens), P16473. TSHR-expressing cells, TSH-stimulated cAMP HTRF, 2 h; stronger effect = lower value. activity change, negative = inhibition, % at 11.5 µM. 330,000 tested, 0.2% active. AID 504810, 2011;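 active means activity change below a set negative limit, meaning inhibition stronger than a set level, cut at about -70% in these data; inconclusive means activity change between two set negative limits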; further: on the % scale 0 is the no-effect control and ±100 the full control effect
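Freshly harvested TSHR cells receive pin-tooled compound, then EC80 TSH at 4nM final. After 2 hours at 37 deg C, antibody in lysis buffer and cAMP-d2 are added; 30 minutes at ambient temperature precede the HTRF read.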
CXXC DNA block – qHTS Fluorescence Polarization Assay for Inhibitors of MLL CXXC domain - DNA interaction. Histone-lysine N-methyltransferase 2A (Homo sapiens), Q03164. MLL-CXXC / FITC-HOXA9 DNA fluorescence polarization. Potency, µM (titrated, usually from 115 µM), for inactives: at the top dose activity change, negative = inhibition, most hits filed as inhibitors. 290,000 tested, 0.037% active; active means well fitted inhibition curve with a large enough effect in the polarisation, with a control signal flat, not every such curve was filed as active; inconclusive means small, poorly fitted or top-dose-only effect, or effect the other way, or a change in a side signal; inactive means no such curve, though single readings can be large or run the other way; the % refers to the polarisation; further: potency means the concentration at half of the fitted maximal effect
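Purified MLL-CXXC (added from a 7 uM solution) was preincubated 5 min at ambient with pinned compounds in 50 mM Tris-HCl pH 7.5, 50 mM NaCl, 1 mM DTT, 0.05% BSA. Fluorescein-labeled HOX-A9 DNA (50 nM solution) followed, 30 min, then polarization read.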
Menin-MLL TR inh – qHTS Assay for Inhibitors Targeting the Menin-MLL Interaction in MLL Related Leukemias: Competition With Texas Red Labeled MLL-derived Mutant Peptide | O00255 | Menin + Texas Red MLL mutant peptide, fluorescence polarization | Potency, µM (doses to about 61.6 µM), for the others: top-dose FP activity change, negative = inhibition, usual class: inhibitors | 270,000 tested, 0.23% active; active means well fitted inhibition curve with a large enough effect in the polarisation, with a control signal flat, not every such curve was filed as active; inconclusive means small, poorly fitted or top-dose-only effect, or effect the other way, or a change in a side signal; inactive means no such curve, though single readings can be large or run the other way; the % refers to the polarisation; further: potency means the concentration at half of the fitted maximal effect; % of control where 0% means no effect; many of its hits are not listed in these tables
Target sequence (O00255 whole entry, looked up): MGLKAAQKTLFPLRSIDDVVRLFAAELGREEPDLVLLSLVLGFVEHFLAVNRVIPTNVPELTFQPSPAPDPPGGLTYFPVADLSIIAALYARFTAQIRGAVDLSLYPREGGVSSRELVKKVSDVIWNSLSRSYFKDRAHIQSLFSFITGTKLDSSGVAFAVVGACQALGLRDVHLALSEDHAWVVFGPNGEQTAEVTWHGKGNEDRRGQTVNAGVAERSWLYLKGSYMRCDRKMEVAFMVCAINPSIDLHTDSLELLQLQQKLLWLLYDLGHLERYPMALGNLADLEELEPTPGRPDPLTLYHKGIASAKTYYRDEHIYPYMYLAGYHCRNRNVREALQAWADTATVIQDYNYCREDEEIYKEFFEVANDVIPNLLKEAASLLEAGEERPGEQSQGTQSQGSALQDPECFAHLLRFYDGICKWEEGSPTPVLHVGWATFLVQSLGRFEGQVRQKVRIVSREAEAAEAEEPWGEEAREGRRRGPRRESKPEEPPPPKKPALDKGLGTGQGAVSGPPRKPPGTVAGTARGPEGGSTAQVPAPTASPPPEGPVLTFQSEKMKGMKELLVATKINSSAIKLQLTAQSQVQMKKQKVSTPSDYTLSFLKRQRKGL
MBNL1-CUG inh – qHTS Assay for Inhibitors of MBNL1-poly(CUG) RNA binding; Potency, µM (series often up to 57.5 µM), inactives show at the highest dose activity change, negative = inhibition, actives largely listed as inhibitors; 280,000 tested, 0.036% active; TR-FRET MBNL1-His/biotin-(CUG)12 binding, 665/545 ratio; active means well fitted inhibition curve with a large enough effect in the signal ratio, with a control signal flat, not every such curve was filed as active; inconclusive means small, poorly fitted or top-dose-only effect, or effect the other way, or a change in a side signal; inactive means no such curve, though single readings can be large or run the other way; the % refers to the signal ratio; further: potency means the concentration at half of the fitted maximal effect; on the % scale 0 is the no-effect control and ±100 the full control effect
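Compounds (final 92 nM to 58 uM) are added to His-tagged MBNL1 and biotin-(CUG)12, then terbium anti-His antibody and streptavidin-XL665 (5 nM final). After 60 min at room temperature, the 665/545 nm ratio is read.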
AT treatment – qHTS Assay for Identifying a Potential Treatment of Ataxia-Telangiectasia; […] A-T fibroblasts, KAP-1 phosphorylation AlphaLISA; neocarzinostatin DNA damage 30 min before lysis; 320,000 tested, 0.19% active; Potency, µM (titrated, usually from 57.5 µM), without a hit: at the highest dose activation, actives largely listed as activators; further: potency means the concentration at half of the fitted maximal effect; % of control where 0% means no effect; nearly all actives have a fitted effect of over 45% in size
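ATM-like activity read as KAP-1 phosphorylation via AlphaLISA donor/acceptor antibody pairs after lysis and 6 hr at 25C. Cells were ATM-null patient fibroblasts ([…], hTERT), dosed 60 min, then exposed to the DSB inducer NCS for 30 min.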
The depositor's hits bear a star; ? = inconclusive; nt = not tested or not shown; [ ] = another dose, or the depositor's remark. Unless noted, the call rests on the fitted dose curve; in most records, active means well fitted curve in the direction sought with a large enough effect; inconclusive means small, poorly fitted or top-dose-only effect, or another doubt; inactive means no such curve, though single readings can be large; an effect the other way counts as inactive or inconclusive. This is a subset; count on the stated rates, not on these rows.

SMILES	Menin-MLL TR inh	AT treatment	PTAP TSG101 blk	TCR activator	CXXC DNA block	MBNL1-CUG inh	a7 integrin act	Mito fusion act	ASM inhibitor	TSHR antagonist
O=C(Nc1nnc(CCS(=O)(=O)c2ccc(Br)cc2)s1)c1ccc([N+](=O)[O-])cc1	12%	-5%	-9%	1%	15%	-18%	-6%	0%	0%	-27
Cn1c(C(=O)N2CCCc3ccccc32)cc2sccc21	-3%	1%	-4%	-5%	29%	23%	-6%[7.66 µM]	?	-7%	-18
Nc1ccc(S(=O)(=O)N2CCCc3ccccc32)cc1	17%	0%	-3%	3%	-3%	2%	-8%	-1%	0%	-12
Cc1ccc(S(=O)(=O)N(C)C)cc1NS(=O)(=O)c1ccc(Cl)s1	10%	-1%	1%	-11%[46.1 µM]	4%	-4%	3%	-1%	-4%	0
O=C(NNc1cc(Cl)cc(Cl)c1)C1CCC1	nt	0%	-3%	-3%	-4%	nt	-9%	-10%	-1%	-4
Cc1cc(C(=O)NNC(=O)Nc2ccccc2)no1	nt	-5%	-2%	0%	-14%	-6%	1%	5%	2%	0
Cc1cnc(C(=O)Nc2cc(S(=O)(=O)N3CCOCC3)ccc2N2CCN(C)CC2)cn1	-25%	-1%	1%	4%[46.1 µM]	8%	-5%	2%	1%	1%	1
Cc1cc(N2CCOCC2)nc(-c2ccc(Br)cc2)n1	13%	7%	-1%	-3%[46.1 µM]	6%	?	-7%	15%	0%	-4
Cc1cc(C)c(C(N)=O)c(SCC(=O)c2ccc(Cl)cc2)n1	nt	-4%	-4%	-1%	6%	-6%	-12%	0%	-4%	-16
CCc1ccc(N2C(=O)c3ccc4c5c(ccc(c35)C2=O)CC4)cc1	14%	4%	-2%	-3%	11%	6%	5%	0%	221%[activator]	-10
Cn1cccc1/C=N/n1c(-c2ccc(C(C)(C)C)cc2)n[nH]c1=S	11%	9%	-5%	-3%	4%	0%	15%	9%	-18%	14
CCOc1ccccc1NC(=O)NC1(C(=O)N2CCOCC2)CCCCC1	-2%	3%	-3%	-1%	-2%	-5%	0%	4%	5%	1
COc1ccc(-n2nc3c(c2NC(=O)CC(C)C)CS(=O)C3)cc1 (stereo not drawn)	4%	-2%	-5%	4%	10%	0%	26%	-7%	5%	14
O=C(Nc1nc(NC(=O)c2ccco2)n(-c2ccccc2)n1)c1ccccc1	?	5%	-12%	-3%	-3%	9%	-1%	-4%	3%	16
COc1ccc(/C=N/Nc2nnc(-c3ccccc3)c(=O)[nH]2)cc1	3%	3%	-1%	2%	7%	nt	-5%	1%	1%	-3
COc1cccc(NC(=O)CN(c2cccc(OC)c2)S(C)(=O)=O)c1	?	2%	-5%	4%	-5%	-13%	7%	0%	-3%	2
N#CCCN(C(=S)Nc1ccc(S(=O)(=O)N2CCOCC2)cc1)c1ccccc1F	nt	-13%	-4%	-1%	nt	nt	-7%	0%	0%	7
CCCCN(C(=O)CN1C(=O)C2CCCCC2C1=O)c1c(N)n(Cc2ccccc2)c(=O)[nH]c1=O (stereo not drawn)	nt	10%	-2%	7%	nt	nt	0%	-1%	3%	3
Cc1cc(N)ccc1-n1nc2ccccc2n1	nt	nt	-1%	-10%	nt	nt	10%	nt	33%	nt
O=C(COC(=O)/C=C/c1ccc(F)cc1)Nc1nnc(-c2ccccc2)o1	nt	-5%	-1%	0%	nt	nt	19%	7%	-1%	-32
O=S(=O)(NCc1ccccc1)NCc1ccc(Cl)cc1Cl	32%[activator]	1%	-3%	-77%	-5%	0%	16%	3%	-3%	13
O=C(NCCO)Nc1ccc(Cl)cc1	2%	2%	-2%	-2%	2%	-13%	12%	3%	-3%	14
COc1ccc2cc(CO)n(C)c2c1	nt	7%	-3%	-4%	nt	nt	5%	-19%	2%	-5
O=C(NC1CCCC1)C(c1cccs1)N(C(=O)c1ccco1)c1ccc2c(c1)OCO2 (stereo not drawn)	-12%	nt	?	-2%[46.1 µM]	5%	?	10%	-3%	-2%	-6
Cn1c(=O)c2cc3c(nc2n(C)c1=O)CC(c1ccccc1)CC3=O (stereo not drawn)	nt	3%	-1%	-3%	10%	nt	-2%	-2%	-7%	0
CC12CN3CC(C)(CN(C1)C3c1ccc(Br)cc1O)C2 (stereo not drawn)	-11%	-3%	-2%	1%	11%	7%	19%	-3%	1%	1
CCCCNCCCOc1ccc(C)cc1Br	?	1%	-6%	6%	9%	-18%	-63%[inhibitor]	-10%	0%	8
O=C(NC1CCCCC1)C1CCCN(S(=O)(=O)c2cccc3cccnc23)C1 (stereo not drawn)	nt	5%	-1%	2%	0%	-8%	-2%	-2%	1%	-9
CCOc1ccc(-n2cnnn2)cc1S(=O)(=O)NCc1ccccc1	11%	-3%	1%	-2%	-5%	-7%	14%	-3%	-1%	30
COc1ccc(NC(=O)C2C(=O)N(CCO)C3(C)CC2c2ccccc2O3)cc1 (stereo not drawn)	1%	7%	0%	-19%	-1%	4%	-14%	4%	-2%	-36
C=C(C)C1CC=C(C)/C(=N/NC(=O)C2CC2c2ccccc2)C1 (stereo not drawn)	-13%	-1%	-4%	6%	2%	-6%	?	14%	5%	-8
O=C(N/N=C/c1ccccc1)c1cc(=O)[nH]c2ccccc12	5%	3%	-4%	5%[46.1 µM]	18%	7%	28%	-2%	5%	-3
CCOc1cc2[nH]c(=S)n(C3CCN(Cc4ccccc4)CC3)c(=O)c2cc1OCC	-24%	0%	0%	-4%	12%	-8%	-24%	-3%	4%	-1
Cc1ccccc1N1CCN(C(=O)c2ccccc2NC(=O)C2CC=CCC2C(=O)O)CC1 (stereo not drawn)	-4%	-1%	-2%	-4%	0%	-5%	2%	-1%	2%	-8
Cc1c(C(=O)OCC(=O)Nc2ccc(N3CCOCC3)cc2)oc2ccccc12	nt	-1%	1%	-2%	nt	nt	1%	-2%	-2%	-1
CN1N=C(C(C)(C)C)CSC1=Nc1ccccc1	nt	1%	-3%	-3%	8%	3%	-20%	4%	-3%	-3
NC(=S)N1N=C(c2ccccc2)CC1=O	nt	nt	-1%	-1%	nt	nt	13%	nt	0%	nt
COC(=O)c1c(-n2c(C)cc(C=O)c2C)sc2c1CCCC2	28µM*	5%	-6%	0%	24%	1%	-20%	8%	-3%	-9
Cc1nn(Cc2ccccc2)c2c1C(c1ccc(Cl)cc1)C(C#N)=C(N)O2 (stereo not drawn)	11%	-9%	-5%	-12%[46.1 µM]	-2%	7%	4%	-2%	-8%	-3
CCC(c1nnnn1C(C)(C)C)N1CCN(Cc2ccccc2OC)CC1 (stereo not drawn)	?	10%	-1%	-3%	-2%	-5%	4%	-5%	7%	-6
CCOc1ccc(C(=O)OCC(=O)N2CC(C)OC(C)C2)cc1OCC (stereo not drawn)	-4%	-2%	-2%	5%	-1%	5%	14%	14%	3%	-6
CC(OC(=O)CCOc1ccccc1)C(=O)Nc1ccc(Cl)cn1 (stereo not drawn)	nt	16%	-2%	6%	1%	-9%	0%	-3%	-6%	-2
O=C(CC1CC2CCC1C2)N1CCN(S(=O)(=O)c2ccccc2F)CC1 (stereo not drawn)	nt	12%	-2%	0%	nt	nt	-16%	1%	4%	-5
COC(=O)c1nn(-c2ccccc2)c(Sc2ccc(Br)cc2)c1/C=N/O	20%	4%	-1%	-1%	-2%	0%	-7%	13%	-17%	1

High-throughput results as filed in PubChem.
